RPL19A-GFP yeast: yeast TOR pathway RPL19A-GFP modulation | 330,000 compounds, 0.3% hits | percent response vs DMSO, % at 10 µM | S. cerevisiae RPL19A-GFP strain, flow cytometry, 3 h; hits give low values;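 active = percent response vs DMSO below 50%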;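 note: median channel GFP fluorescence of the barcoded RPL19A-GFP strain; ratio of sample median GFP to plate DMSO average so 100% = DMSO; lower means less RPL19A-GFP as with rapamycin TOR inhibition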
procasp7 counter: counter-screen: procaspase-7 (human) activation | recombinant procaspase-7, Ac-DEVD-pNA absorbance 405 nm; D23A/D198A/D206A triple mutant, cannot self-cleave; scale: DMSO 0, 5 µM enzyme 100 | activation, % at 8.5 µM | 330,000 compounds, 0.093% hits;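 active = percent activation above the screen-wide mean plus 3 SD, cut at about 25% in these data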
Target sequence (P55210 whole entry D23A/D198A/D206A): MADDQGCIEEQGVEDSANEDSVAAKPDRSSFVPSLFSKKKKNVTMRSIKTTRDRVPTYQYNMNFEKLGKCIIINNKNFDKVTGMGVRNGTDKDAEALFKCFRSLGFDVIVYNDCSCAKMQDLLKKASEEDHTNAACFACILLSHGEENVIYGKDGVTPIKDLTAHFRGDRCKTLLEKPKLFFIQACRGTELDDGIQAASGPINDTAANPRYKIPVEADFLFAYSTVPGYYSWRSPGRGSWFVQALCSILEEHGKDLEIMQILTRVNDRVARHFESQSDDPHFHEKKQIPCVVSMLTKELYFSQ
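Replicates: singlicate. Assay system: Procaspase-7 triple mutant (PC-7 D3A). Signal: 405 nm absorbance of p-nitroaniline. Times: 1 h preincubation, 2 h reaction. Buffer or medium: Zinc-free HEPES pH 7.4 with 300 mM NaCl, 0.01% Triton X-100. Also added: DEVD-pNA substrate. Benchmarks: DMSO wells as 0%, DMSO with 5 µM added PC-7 as 100%.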
proCasp3 act: activators of human procaspase-3; recombinant procaspase-3 D3A, Ac-DEVD-pNA absorbance 405 nm; 330,000 compounds, 0.11% hits; activation, % at 8.5 µM; AID 463141;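 active = activation above the mean of all tested compounds plus 3 SD, cut at about 21% in these data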;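 note: 0% = DMSO alone and 100% = DMSO wells spiked with extra 5 µM PC-3 D3A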
Target sequence (P42574 whole entry D9A/D28A/D175A): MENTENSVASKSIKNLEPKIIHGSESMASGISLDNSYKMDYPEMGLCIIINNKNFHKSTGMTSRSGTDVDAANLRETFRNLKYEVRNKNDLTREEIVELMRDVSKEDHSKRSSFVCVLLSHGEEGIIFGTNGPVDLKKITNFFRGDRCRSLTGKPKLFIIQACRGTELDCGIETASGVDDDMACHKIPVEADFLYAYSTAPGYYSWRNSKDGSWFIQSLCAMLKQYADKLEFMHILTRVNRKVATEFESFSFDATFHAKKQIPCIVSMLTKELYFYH
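Assay system: Autoprocessing-dead procaspase-3 D3A mutant enzyme; also added: Ac-DEVD-pNA; doses: one concentration, 8.5 µM nominal, 0.8% DMSO; times: 1 h compound preincubation, 2 h substrate hydrolysis at 25 °C; technique: 405 nm absorbance of p-nitroaniline, reads at 0 and 120 min; measure: % activation between DMSO and enzyme-spiked controls; repeats: single replicate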
GASC-1 inh: blocks human GASC-1 demethylase activity; 330,000 compounds, 0.069% hits; AID 2099; GST-JMJD2C(1-420) H3K9me3 demethylation, DELFIA europium; inhibition, % at 2.35 µM; Q9H3R0;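 active = more than half of a compound's replicate wells show inhibition beyond 50%, single wells judged on their own value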;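 note: signal counts dimethyl H3K9 product captured on neutravidin plate; 0% = median of DMSO wells and 100% = 0.3 times that DMSO median; strong numbers were not always called active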
Target sequence (Q9H3R0 1-420 limits assumed): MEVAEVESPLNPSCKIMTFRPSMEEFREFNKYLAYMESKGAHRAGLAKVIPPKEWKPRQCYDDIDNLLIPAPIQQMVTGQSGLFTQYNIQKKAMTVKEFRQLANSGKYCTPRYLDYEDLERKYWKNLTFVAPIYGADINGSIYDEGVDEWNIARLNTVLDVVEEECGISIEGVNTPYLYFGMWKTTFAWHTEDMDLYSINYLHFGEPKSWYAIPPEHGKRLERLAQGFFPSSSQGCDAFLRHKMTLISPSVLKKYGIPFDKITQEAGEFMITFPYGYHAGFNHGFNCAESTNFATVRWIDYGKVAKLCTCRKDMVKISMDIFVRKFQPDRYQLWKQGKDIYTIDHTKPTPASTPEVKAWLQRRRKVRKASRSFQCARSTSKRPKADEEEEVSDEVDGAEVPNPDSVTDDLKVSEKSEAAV
LAP4-GFP MLPCN: yeast TOR pathway LAP4-GFP modulation; S. cerevisiae LAP4-GFP multiplex, flow cytometry GFP, 3 h; median GFP as percent of DMSO wells; GFP response vs DMSO, % at 10 µM; 320,000 compounds, 0.34% hits; AID 2023;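 active = GFP response vs DMSO above a set limit, about the screen mean plus 3 SD, cut at about 150% in these data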
Yeast superoxide: caloric restriction mimetics inhibiting age-related superoxide in yeast | S. cerevisiae aged cells, superoxide DHE fluorescence; hits give low values | 330,000 compounds, 0.18% hits | superoxide response (% of plate mean), % at 10 µM | AID 2690;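 active = superoxide response under a set limit, about three screen SD below normal, cut at about 65% in these data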;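 note: yeast aged for seven days with compound at 30 °C before DHE staining; 100% = average MFI of all compound-treated wells on the plate with controls excluded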
MEP2-GFP yeast: yeast TOR pathway MEP2-GFP modulation. S. cerevisiae MEP2-GFP strain, flow cytometry GFP, 3 h; 100% = DMSO control level. GFP response vs DMSO, % at 10 µM. 330,000 compounds, 0.51% hits. AID 2016;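 active = GFP response versus DMSO above a set limit, roughly screen mean plus 3 SD, cut at about 180% in these data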;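 note: median GFP fluorescence of the barcode-gated MEP2-GFP cells per well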
AHR activator: activators of human aryl hydrocarbon receptor | P35869 | AHR-responsive luciferase reporter cells, luminescence | activation, % at 5 µM | 320,000 compounds, 2.5% hits | AID 2796; in the data active = activation above about 47%;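 note: 0% = vehicle wells and 100% = reference agonist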
* marks the source's active call; other numbers are inactive results; i = inactive; . = no result given; & = joins results of further samples; [ ] = another dose, or the depositor's remark.

Compound	RPL19A-GFP yeast	procasp7 counter	proCasp3 act	GASC-1 inh	LAP4-GFP MLPCN	Yeast superoxide	MEP2-GFP yeast	AHR activator
COc1cc(OC)cc(C(=O)NCC(=O)OCC(=O)NC(C)CCc2ccccc2)c1 (centres undefined)	92	13	1	11	100	95	94	0
O=C(/C=C\c1cccs1)N1CCN(Cc2ccc3c(c2)OCO3)CC1	97	-10	4	-11	106	95	101	1
Cc1cccc(NC(=O)c2ccc(Cl)c(S(=O)(=O)N3CCCC3)c2)n1	108	13	6	-3	68	102	104	7
CC1CCC(C(C)C)C(OP(=O)(c2ccccc2)C(O)c2ccncc2)C1 (centres undefined)	92	8	10	18	103	102	94	3
Cc1cccc(C(=O)OCC(=O)NCC2CCCO2)c1O (centres undefined)	97	9	-3	.	105	100	98	-1
CCCCCCN1CC(=O)N2[C@@H](Cc3c([nH]c4ccccc34)C2(C)C)C1=O	107	0	11	-21	100	114	107	3
CC(=O)C1=C(C)NC(=O)CC1c1ccc(F)cc1 (centres undefined)	98	-2	0	-5	104	86	98	7
CCOC(=O)c1cc2sccc2n1CC(=O)Nc1ccc(OC)cc1	97	5	3	32	99	101	99	2
CN1/C(=C/C2CC(=O)N(c3ccc([N+](=O)[O-])cc3)C2=O)C(C)(C)c2ccccc21 (centres undefined)	100	-6	-7	0	113	120	104	0
CCCCOc1ccc(C(=O)NC)cc1	87	-1	1	8	95	89	89	5
Cc1cc(=O)oc2c(C)c(OC3CCCCC3=O)ccc12 (centres undefined)	103	0	8	7	93	96	104	6
O=C(COc1ccc2ccccc2c1)N[C@@H](C(=O)O)c1ccc(O)cc1	102	-1	5	i	94	88	99	6
CCOc1nc(-c2ccccc2Cl)nc2ccccc12	99	4	-8	4	113	90	98	11
O=C(CN1C(=O)COc2ccccc21)NCCCN1CCc2ccccc2C1	95	-7	-3	2	95	102	99	26
COc1ccc(-c2nn3cnnc3s2)cc1OC	104	-2	13	22	104	94	98	-1
Cc1ccc2c(c1)N(C)/C(=C/c1cccc[n+]1CCO)S2	106	-9	-3	-5	101	101	118	6
O=C(NCc1ccccc1)N(Cc1nc2ccccc2c(=O)[nH]1)C1CCCC1	95	7	12	-45	90	100	95	1
c1ccc2c(-c3nnc(SCc4cn5ccccc5n4)o3)c[nH]c2c1	95	8	-2	1	95	86	97	-2
COCCNC(=O)C1CCC(CNS(=O)(=O)c2ccccc2)CC1 (centres undefined)	102	-7	4	3	97	94	107	1
S=c1[nH]nc(CSCc2ccccc2Cl)n1-c1ccccc1	93	-9	-9	3	88	102	90	-1
COc1ccc(NC(C)=O)cc1NC(=O)c1ccc(C#N)cc1	97	0	5	-1	100	82	102	0
CC(C)(C)NC(=O)c1cccnc1Sc1ccccc1	105	1	-5	-26	99	91	97	-2
COc1ccc(S(=O)(=O)N2CCN(C(=S)NCC3CCCO3)CC2)cc1OC (centres undefined)	104	4	1	6	98	97	105	-3
Cc1ccc(Oc2nnc(-c3ccc(C)cc3)c3ccccc23)cc1	101	-1	11	1	101	98	102	0
COC(=O)c1nc(NC(=O)c2ccccc2Cl)n[nH]1	108	5	3	0	85	113	110	-2
CC(Oc1ccc(-n2cnnn2)cc1)C(=O)O (centres undefined)	100	-3	-4	4	101	105	102	0
Cc1noc(C)c1CSc1nc2ccccc2c(=O)n1-c1ccc(Cl)cc1	98	1	7	-3	105	97	102	-3
COC(=O)c1cc2nc(-c3ccc(OC)cc3)cc(C(F)(F)F)n2n1	103	2	-8	.	97	100	103	0
CCOc1ccc(OCC)c(NC(=O)CSc2nc3c(c(=O)n(C)c(=O)n3C)n2C(C)C)c1	95	-10	4	4	92	107	89	3
[NH-]c1ncnc2c1N=C[N+]2=CC=CCO	102	.	.	-6	87	106	102	.
COc1ccc(/C=N/NC(=O)c2nn(-c3ccc(C)c(C)c3)c(=O)c3ccccc23)cc1	86	0	-6	-6	81	105	96	11
O=C(CCN1C(=O)C2C3C=CC(C3)C2C1=O)N1CC(=O)N(CCc2ccccc2)C(=O)C1 (centres undefined)	97	-2	1	-5	97	101	104	2
O=[N+]([O-])c1ccc(N2CCOCC2)cc1O	103	-12	-13	4	108	96	100	-1
CC(C)NC(=O)[C@H]1N2C(=O)c3ccccc3C2SC1(C)C (some centres undefined)	95	-9	-4	-7	104	92	96	0
O=C(CS(=O)(=O)c1cn(Cc2ccccc2Cl)c2ccccc12)N1CCOCC1	99	1	-2	2&-5	99	115	106	0
COc1ccccc1NC(=O)CSc1nnc(-c2ccc(NC(C)=O)cc2)n1C	86	-7	1	-11	90	110	98	0
O=C(COc1ccc(S(=O)(=O)N2CCCC2)cc1)NCCC1=CCCCC1	118	5	0	8	82	101	95	2
O=C(COc1ccc2ccccc2c1)N1CCN(C(=O)c2cccs2)CC1	91	3	5	1	89	83	97	8
COc1cc(OC)cc(N2CCN(S(=O)(=O)c3ccc(-n4cnnn4)cc3)CC2)c1	95	-1	-1	-11	93	75	104	-1
C/C(=N\NC(=O)CSc1ncccn1)c1ccc2c(c1)OCCO2	88	16	12	-1	99	92	94	6
CCN1CCN(c2ccc(S(=O)(=O)N3CCCCC3)cc2NC(=O)c2ccc([N+](=O)[O-])o2)CC1	95	2	3	-1	99	88	101	-4
COc1ccc(-c2c(C(F)(F)F)nn(C)c2NC(C)=O)cc1	111	6	-3	-10	114	88	106	-2
Cc1cc(-c2n[nH]c(=S)n2/N=C/c2ccc(C)o2)n[nH]1	95	-5	3	6	105	91	98	3
COc1ccccc1C(=O)N1CCNC(=O)C1CC(=O)Nc1cccc(C)c1 (centres undefined)	102	4	-5	9	100	96	104	1
c1ccc(-c2csc(N3CCc4ccccc4C3)n2)cc1	97	1	-2	5	85	102	92	15
Cc1n[nH]c(=O)c2c(NC(=O)CSc3ccc(F)cc3)oc(C)c12	97	0	-9	3	94	97	95	-1
COC(=O)C1=C(C)N(Cc2ccco2)C(=O)N[C@@H]1c1ccco1	101	-8	-3	1	140	93	94	0
CCN(CC)S(=O)(=O)c1ccc(C(=O)OCC(=O)N2CCN(C(=O)c3ccco3)CC2)cc1	97	-1	0	1	96	97	99	1
CC(=O)Oc1ccc(N2C(=O)C3C(C2=O)C2(C)C=CC3(C)O2)cc1 (centres undefined)	84	-38	-16	-3	262*	91	87	1
O=C(COC(=O)c1cccnc1)Nc1ccc(F)cc1	103	0	0	1	103	109	103	9

One compound at a time, from the list above. Order of values: RPL19A-GFP yeast	procasp7 counter	proCasp3 act	GASC-1 inh	LAP4-GFP MLPCN	Yeast superoxide	MEP2-GFP yeast	AHR activator
`COc1ccccc1NC(=O)CSc1nnc(-c2ccc(NC(C)=O)cc2)n1C` in the list: 86	-7	1	-11	90	110	98	0
`Cc1cc(-c2n[nH]c(=S)n2/N=C/c2ccc(C)o2)n[nH]1` in the list: 95	-5	3	6	105	91	98	3
`[NH-]c1ncnc2c1N=C[N+]2=CC=CCO` in the list: 102	.	.	-6	87	106	102	.

Following part:
Compound	RPL19A-GFP yeast	procasp7 counter	proCasp3 act	GASC-1 inh	LAP4-GFP MLPCN	Yeast superoxide	MEP2-GFP yeast	AHR activator
O=C(COc1ccccc1F)Nc1nnc(-c2ccncc2)s1	119	4	7	-1	119	55*	105	7
CC1(C)CC(=O)C(C2c3ccccc3S(=O)(=O)c3ccccc32)C(=O)C1	101	6	-5	7	96	83	105	-4
COc1ccc(NC(=O)c2ccc(CN3CCN(c4ccccc4)CC3)cc2)cc1	98	5	9	1	103	101	99	3
COCCNC(=O)C(c1ccc(F)cc1)N(C(=O)CCC(=O)Nc1ccccn1)c1ccc(C)cc1 (centres undefined)	107	3	3	-4	90	79	107	-5
CC(=O)O[C@]1(C(C)=O)CCC2C3C=C(C)C4=CC(=O)CC[C@]4(C)C3CC[C@@]21C (some centres undefined)	106	0	-2	-9	95	96	103	1
O=[N+]([O-])c1cccc(-c2n[nH]c(=S)n2-c2ccc(Br)cc2)c1	97	-23	-10	-24	94	114	87	5
COc1cc(CN2CC(=O)N(c3ccc(C)c(Cl)c3)C2=S)cc(OC)c1OC	101	-7	-5	7	100	98	97	4
COc1ccc(NC2CCCN(C(=O)c3ccc(C(C)=O)s3)C2)cc1 (centres undefined)	99	-7	-2	10	100	106	109	0
COc1ccccc1CNC(=S)Nc1ccc(F)cc1	98	7	8	-5	89	92	108	0
COCC(C)N=C1NN=C(c2c[nH]c3ccccc23)CS1 (centres undefined)	105	-20	-9	-2	91	98	99	35
O=C(NCc1ccc(Cl)cc1)c1cccnc1	108	-4	-1	-3	106	97	103	2
O=C(CCc1ccccc1)Nc1ncc([N+](=O)[O-])s1	97	0	-1	4	98	93	97	6
CCCn1nnnc1NCc1ccc(SC)cc1	93	-3	-3	5	83	100	97	2
Cc1nc(NC(=O)c2ccccc2)sc1-c1csc(NCc2ccccc2)n1	98	-2	-1	4	121	93	112	7
Clc1ccc(C[n+]2cc(-c3ccccc3)n3c2CCC3)cc1Cl	102	0	11	-2	99	105	97	0
O=C(NCCN1CCOCC1)c1cc(-c2cccc(O)c2)on1	102	0	-5	0	100	108	103	-3
COC(=O)NCC(c1cccnc1)N1CCOCC1 (centres undefined)	103	0	-26	-6	107	111	102	-1
Cc1nc2cc(C(=O)OCC(=O)NC(C)C(C)C)ccc2n1-c1ccccc1 (centres undefined)	103	2	5	-3	99	86	112	0
Cc1[nH]c(=O)c(C#N)c(C)c1CCC(=O)N(C)CC(=O)Nc1ccc(Cl)c(Cl)c1	101	-5	-6	5	98	100	106	2
CCOC(=O)C1CCCN(CC(O)COCc2ccccc2OC)C1 (centres undefined)	101	1	7	19	92	102	102	1
CCOc1ccc(CCNC(=O)COC(=O)CCc2cc(OC)c(OC)c(OC)c2)cc1OCC	94	2	10	-4	98	91	97	-2
CCCOC(=O)c1ccc(NC(=O)COC)cc1	63[may fluoresce violet]	-13	-9	-1	95[may fluoresce violet]	97	188*[may fluoresce violet]	-1
C[C@H](CO)N1C[C@H](C)[C@@H](CN(C)S(=O)(=O)c2ccc(F)cc2)Oc2c(NS(=O)(=O)c3ccc(F)cc3)cccc2C1=O	105	6	-2	.	112	114	103	-1
CC(NC(=O)Cc1ccc(F)cc1)c1ccccc1 (centres undefined)	93	4	-6	7	99	90	103	-3
CC(C)C(C(=O)Nc1sc2c(c1C#N)CCCCC2)N1C(=O)c2ccccc2C1=O (centres undefined)	95	17	-9	8	92	104	96	9
COC(=O)c1c(C)oc2ccc(N(C(=O)c3ccncc3)S(=O)(=O)c3ccc4ccccc4c3)cc12	102	3	9	-26	96	89	99	4
CC(C)(C)c1cc(C(F)(F)F)c(C#N)c(=O)[nH]1	106	0	4	-6	87	96	102	2

Screening results from PubChem BioAssay.
